PDI turbidity: PDI (human) enzyme inhibition; P07237; PDI insulin aggregation turbidity, A650, 90 min; inhibition, % at 10 µM; 350,000 tested, 0.052% active; AID 588391;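 active = mean inhibition across replicates of 30% or more, whatever share of single replicates reach that level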;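 also: absorbance from insulin aggregation driven by PDI reduction with DTT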
Target sequence (P07237 whole entry, looked up): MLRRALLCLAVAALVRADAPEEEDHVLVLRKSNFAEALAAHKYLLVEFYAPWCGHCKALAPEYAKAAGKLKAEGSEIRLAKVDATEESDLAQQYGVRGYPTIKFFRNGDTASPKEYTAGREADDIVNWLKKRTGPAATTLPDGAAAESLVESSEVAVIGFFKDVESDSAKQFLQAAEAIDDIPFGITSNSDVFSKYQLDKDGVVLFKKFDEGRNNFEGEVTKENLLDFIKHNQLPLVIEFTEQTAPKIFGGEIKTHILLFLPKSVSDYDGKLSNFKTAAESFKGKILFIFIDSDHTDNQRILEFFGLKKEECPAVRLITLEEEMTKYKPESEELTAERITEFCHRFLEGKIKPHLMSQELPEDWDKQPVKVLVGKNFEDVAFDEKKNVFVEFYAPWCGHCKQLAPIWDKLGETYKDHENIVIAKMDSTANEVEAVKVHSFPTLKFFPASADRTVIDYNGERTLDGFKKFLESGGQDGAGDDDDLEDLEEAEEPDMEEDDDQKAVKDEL
CF NFkB inh: cystic fibrosis NF-kB activation inhibition; KKLEB NF-kB-GFP reporter, PAF-induced, GFP fluorescence overnight; inhibition, % at 5 µM; 360,000 tested, 0.86% active;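 active = at least 50% inhibition at 5 µM, scaled per plate between neutral and stimulator controls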;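 also: PAF is a Pseudomonas aeruginosa culture filtrate used as stimulus; plate controls were PAF-stimulated DMSO wells for no effect and unstimulated DMSO wells for full effect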
Vif imaging: blocks HIV Vif function | HEK293T cells, Vif self-association by quenched fluorescence, imaging, 24 h | inhibition, % at 7.49 µM | 340,000 tested, 0.35% active; in the data active = inhibition above about 50%, passing the limit was not always enough; also: some results filed as inactive read as strong as hits
HIF-2a block: blocks HIF-2a reporter activity; 786-0 RCC cells HIF-2a reporter, luciferase luminescence, overnight; inhibition, % at 18.8 µM; 360,000 tested, 0.72% active;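 active = inhibition of the luminescence signal of 40% or more relative to plate controls, in a single-dose primary screen at 18.75 µM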
NR2E3 ag-1: agonists of human NR2E3 nuclear receptor; AID 602229; CHO-S Gal4-NCOR/VP16-NR2E3 two-hybrid, luciferase; Q9Y5X4; inhibition of corepressor binding, % at 3.98 µM; 360,000 tested, 0.35% active;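 active = inhibition above the mean of all tested compounds plus 3 SD, cut at about 70% in these data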;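 also: 0% = DMSO with NR2E3 transfected cells and 100% = cells lacking NR2E3 construct; higher means lower luciferase signal from less NR2E3 corepressor binding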
Target sequence (Q9Y5X4 whole entry, looked up, the tested form may be a part): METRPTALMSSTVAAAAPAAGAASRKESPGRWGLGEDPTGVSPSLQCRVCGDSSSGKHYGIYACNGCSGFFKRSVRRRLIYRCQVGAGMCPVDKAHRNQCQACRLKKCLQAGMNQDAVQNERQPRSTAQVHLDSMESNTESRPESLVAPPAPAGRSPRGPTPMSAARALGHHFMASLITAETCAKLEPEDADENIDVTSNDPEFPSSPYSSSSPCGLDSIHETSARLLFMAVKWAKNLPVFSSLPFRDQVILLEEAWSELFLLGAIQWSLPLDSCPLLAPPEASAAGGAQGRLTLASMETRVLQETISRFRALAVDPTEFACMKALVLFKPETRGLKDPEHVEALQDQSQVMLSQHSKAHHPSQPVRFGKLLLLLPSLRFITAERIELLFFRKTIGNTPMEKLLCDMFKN
Peg3 prom inh: Peg3 promoter activity inhibition | HeLa PEG-Prom luciferase reporter, luminescence, overnight | inhibition, % at 20 µM | 360,000 tested, 1.7% active | AID 588405;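 active = inhibition of at least 50% at 20 µM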
NR2E3 ag-2: agonists of human nuclear receptor NR2E3; 320,000 tested, 0.12% active; GST-NR2E3/biotin-RetCOR TR-FRET, 1536-well; inhibition of corepressor binding, % at 4.78 µM; AID 2300; Q9Y5X4;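 active = percent inhibition above the cutoff of mean plus 3 SD of all tested compounds, set per screening campaign, cut at about 20% in these data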;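 also: 0% = DMSO wells and 100% = biotin wells as full block of FRET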
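system = GST-tagged NR2E3 plus biotinylated RetCOR corepressor | input = 1.35 nM GST-NR2E3 | also added = 7 nM biotin-RetCOR | schedule = 5 h incubation at 4 °C | measured by = TR-FRET with europium anti-GST and streptavidin-D2, 340 nm excitation | read-out = percent loss of FRET ratio relative to control wells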
CaV13 FRET inh: Primary screen for inhibitors of IQ motif and Ca2+-dependent inactivation inhibitor domain binding in CACNA1D, Förster resonance energy transfer in living cells, …. 340,000 tested, 0.098% active. inhibition, % at 12.3 µM. AID 743397. HEK cells, CFP/YFP FRET ICDI-IQ, plate reader, 10 min; percent FRET-ratio fall versus neutral wells;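 active = mean replicate inhibition of at least 30% and at least 1% of replicates passing that level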;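 also: 0% = median of the neutral control wells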
TRPM1 prom inh: reduces MITF-dependent TRPM1 promoter luciferase signal. inhibition, % at 12.5 µM. SK-MEL-5 TRPM1 promoter luciferase, 24 h. 330,000 tested, 0.83% active;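 active = mean inhibition across replicates of 60% or more, whatever share of single replicates reaches that level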; also: values of inactives mirror those of a sister screen read the other way
Shn3 inh set2: inhibitors of Schnurri-3 3'UTR reporter in osteoblasts | Clone20 osteoblast Shn3 3'UTR firefly luciferase, 24 h | inhibition, % at 12.5 µM | 360,000 tested, 0.52% active;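 active = mean inhibition of at least 75% with every replicate also reaching 75%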;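 also: 0% = median of neutral control wells and 100% = pilot-screen positive control compound; some compounds past the cut are filed as inactive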
KKLEB tox: counter-screen for CF NF-kB inhibitors: cytotoxicity. AID 602141. KKLEB CF airway cells viability, ATPlite luminescence, overnight; stronger effect = lower value; cells stimulated with P. aeruginosa culture filtrate. activity change (cytotoxicity), % at 5 µM. 360,000 tested, 0.36% active;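 active = corrected activity change at or below -50% at 5 µM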
Active calls of the source: *.

Results for CCNC(=O)C1CCCN1C(=O)C(CCCN=C(N)N)NC(=O)C(CC(C)C)NC(=O)C(Cc1cn(Cc2ccccc2)cn1)NC(=O)C(Cc1ccc(O)cc1)NC(=O)C(CO)NC(=O)C(Cc1c[nH]c2ccccc12)NC(=O)C(Cc1cnc[nH]1)NC(=O)C1CCC(=O)N1 (stereo not drawn) ?
PDI turbidity: 11.9; CF NFkB inh: 14.6; Vif imaging: -2.0; HIF-2a block: 3.3; NR2E3 ag-1: -17.9; Peg3 prom inh: -6.9; NR2E3 ag-2: 3.6; Shn3 inh set2: -8.4; KKLEB tox: -10.0

Results for CCOC(=O)C1=C(C)N(C[C@@H]2CC[C@@H](Cc3ccc(-c4ccccc4)cc3)O2)C(=O)NC1c1ccc(C(F)(F)F)cc1 (stereo partly drawn) ?
PDI turbidity: -5.6; CF NFkB inh: 14.5; Vif imaging: -1.8; HIF-2a block: 3.0; NR2E3 ag-1: 2.9; Peg3 prom inh: 20.5; CaV13 FRET inh: -6.1; TRPM1 prom inh: -4.5; Shn3 inh set2: 19.2; KKLEB tox: -9.6

Results for O=C(N/N=C/c1ccccc1OCc1ccccc1)c1cccs1 ?
PDI turbidity: -0.7; CF NFkB inh: 0.1; Vif imaging: -0.1; HIF-2a block: -58.2; NR2E3 ag-1: -21.7; Peg3 prom inh: -38.6; NR2E3 ag-2: 3.0; CaV13 FRET inh: -4.5; TRPM1 prom inh: -9.1; Shn3 inh set2: -0.7; KKLEB tox: 6.3

What do the screens show for `CCC(OC(=O)c1nsc(Cl)c1Cl)C(=O)NCC1CCCO1` (stereo not drawn)?
PDI turbidity: -4.1; CF NFkB inh: -6.1; Vif imaging: 13.2; HIF-2a block: 0.4; NR2E3 ag-1: -20.9; Peg3 prom inh: 4.0; NR2E3 ag-2: -0.7; CaV13 FRET inh: -3.0; TRPM1 prom inh: -4.8; Shn3 inh set2: 13.2; KKLEB tox: 0.1

How did COc1cccc(N2CCN(C(=O)c3ccc4ccccc4c3)CC2)c1 do in these assays?
PDI turbidity: -11.7; CF NFkB inh: 19.3; Vif imaging: -3.7; HIF-2a block: -95.4; NR2E3 ag-1: -3.9; Peg3 prom inh: -24.8; CaV13 FRET inh: -4.5; TRPM1 prom inh: -9.0; Shn3 inh set2: -12.4; KKLEB tox: -10.0

How did CCOc1ccc(Nc2cc(C)nc(-n3nc(C)cc3C)n2)cc1 do in these assays?
PDI turbidity: 1.9; CF NFkB inh: 27.1; HIF-2a block: 15.0; NR2E3 ag-1: 83.6*; Peg3 prom inh: 26.5; NR2E3 ag-2: -2.4; CaV13 FRET inh: -4.3; TRPM1 prom inh: 42.3; Shn3 inh set2: 24.6; KKLEB tox: -13.6

How did COc1cccc(OCc2ccc(C(=O)NCC3CCCO3)cc2)c1 (stereo not drawn) do in these assays?
PDI turbidity: 4.0; CF NFkB inh: 4.9; Vif imaging: -2.5; HIF-2a block: -8.2; NR2E3 ag-1: -24.1; Peg3 prom inh: -20.1; NR2E3 ag-2: -1.3; CaV13 FRET inh: -3.3; TRPM1 prom inh: 2.2; Shn3 inh set2: -21.4; KKLEB tox: 6.6

What do the screens show for `O=C(c1ccsc1)N1CCCC(N2CCN(c3cccc(C(F)(F)F)c3)CC2)C1` (stereo not drawn)?
PDI turbidity: -2.1; CF NFkB inh: 11.2; Vif imaging: -5.1; HIF-2a block: -17.7; NR2E3 ag-1: 6.3; Peg3 prom inh: -7.1; NR2E3 ag-2: -2.9; CaV13 FRET inh: -3.6; TRPM1 prom inh: -3.8; Shn3 inh set2: 18.7; KKLEB tox: -3.2

How did CC(=O)c1sc(NC(=O)CS(=O)(=O)c2ccccc2)nc1-c1ccccc1 do in these assays?
PDI turbidity: -0.9; CF NFkB inh: 18.9; Vif imaging: -2.8; HIF-2a block: -82.1; NR2E3 ag-1: -59.0; Peg3 prom inh: -40.3; NR2E3 ag-2: 4.8; CaV13 FRET inh: -3.9; TRPM1 prom inh: -11.6; Shn3 inh set2: -32.4; KKLEB tox: -1.2

What do the screens show for `CC(C)c1cccc(-c2ccc3c(c2)S(=O)(=O)c2cccc(C(=O)O)c2C3=O)c1`?
PDI turbidity: -3.6; CF NFkB inh: -5.9; Vif imaging: -7.9; HIF-2a block: 10.6; NR2E3 ag-1: -34.1; Peg3 prom inh: 4.1; NR2E3 ag-2: -0.1; CaV13 FRET inh: -10.9; TRPM1 prom inh: -8.2; Shn3 inh set2: 6.8; KKLEB tox: -13.5

How did O=C(Nc1ccccc1)c1nc[nH]c1C(=O)NCCN(CCNC(=O)c1[nH]cnc1C(=O)Nc1ccccc1)CCNC(=O)c1[nH]cnc1C(=O)Nc1ccccc1 do in these assays?
PDI turbidity: -4.5; CF NFkB inh: 8.1; Vif imaging: -4.0; HIF-2a block: 1.0; NR2E3 ag-1: -3.0; Peg3 prom inh: 40.6; CaV13 FRET inh: -4.4; TRPM1 prom inh: 0.3; Shn3 inh set2: -3.8; KKLEB tox: -3.1

Results for Cn1c(SCC(=O)N2CCc3ccccc32)nnc1-c1ccc(S(=O)(=O)N2CCCC2)cc1 ?
PDI turbidity: 4.1; CF NFkB inh: 0.2; Vif imaging: 0.5; HIF-2a block: 2.8; NR2E3 ag-1: 7.3; Peg3 prom inh: 22.3; NR2E3 ag-2: 2.0; CaV13 FRET inh: -3.6; TRPM1 prom inh: -2.3; Shn3 inh set2: -10.0; KKLEB tox: -0.9

What do the screens show for `Cc1cc(F)ccc1-c1cc(C(=O)NC2CCCCC2)[nH]n1`?
PDI turbidity: -8.7; CF NFkB inh: -18.9; Vif imaging: 5.2; HIF-2a block: -200.9; NR2E3 ag-1: -69.2; Peg3 prom inh: -305.9; CaV13 FRET inh: -5.7; Shn3 inh set2: -56.7; KKLEB tox: 15.3

How did O=C(NCc1ccc2c(c1)OCO2)c1ccc(COc2cccc(Cl)c2)o1 do in these assays?
PDI turbidity: -9.3; CF NFkB inh: 17.3; HIF-2a block: 13.6; NR2E3 ag-1: -14.0; Peg3 prom inh: -5.6; NR2E3 ag-2: -0.6; TRPM1 prom inh: 4.8; Shn3 inh set2: 1.5; KKLEB tox: -1.7

Results for O=C(c1ccc2nc3ccc(Cl)cc3c(=O)n2c1)N1CCOCC1 ?
PDI turbidity: 0.7; CF NFkB inh: -40.2; Vif imaging: 13.4; HIF-2a block: -48.0; NR2E3 ag-1: -9.7; Peg3 prom inh: -10.6; NR2E3 ag-2: -1.9; TRPM1 prom inh: 1.9; Shn3 inh set2: -19.7; KKLEB tox: -0.5

What do the screens show for `COc1ccc(NC(=O)c2cc3c([nH]c4ccccc43)c(C)n2)cc1`?
PDI turbidity: 9.2; CF NFkB inh: -17.7; Vif imaging: -0.6; HIF-2a block: 7.0; NR2E3 ag-1: -10.9; Peg3 prom inh: -11.6; NR2E3 ag-2: 0.6; CaV13 FRET inh: -2.7; TRPM1 prom inh: 13.4; Shn3 inh set2: 14.8; KKLEB tox: 5.2

How did COc1ccc(/C=N/Nc2nc(Nc3ccccc3)nc(N3CCCC3)n2)cc1[N+](=O)[O-] do in these assays?
PDI turbidity: -3.1; CF NFkB inh: -19.3; Vif imaging: 0.6; HIF-2a block: -6.6; NR2E3 ag-1: -16.4; Peg3 prom inh: 60.2*; NR2E3 ag-2: 2.1; CaV13 FRET inh: -4.8; TRPM1 prom inh: 57.5; Shn3 inh set2: 13.1; KKLEB tox: 7.3

What do the screens show for `COc1ccc(N2CCN(C(=O)CN3C(=O)COc4ccccc43)CC2)cc1`?
PDI turbidity: -1.6; CF NFkB inh: 3.5; Vif imaging: 8.8; HIF-2a block: 3.1; NR2E3 ag-1: -34.5; Peg3 prom inh: 11.1; NR2E3 ag-2: 3.0; CaV13 FRET inh: -6.8; TRPM1 prom inh: -5.9; Shn3 inh set2: 15.1; KKLEB tox: 7.5

What do the screens show for `Cc1cc(C)c(N)c(C(=O)O)c1`?
PDI turbidity: 17.4; CF NFkB inh: 9.1; Vif imaging: -2.0; HIF-2a block: 16.5; NR2E3 ag-1: -6.3; Peg3 prom inh: 12.6; NR2E3 ag-2: 1.8; CaV13 FRET inh: -18.1; TRPM1 prom inh: 8.7; Shn3 inh set2: 0.2; KKLEB tox: -3.4

Results for CCN(Cc1ccccc1)C(=O)CCc1nc(CN2CCN(C(=O)c3ccc([N+](=O)[O-])cc3)CC2)no1 ?
PDI turbidity: 1.3; CF NFkB inh: 6.8; Vif imaging: -3.7; HIF-2a block: 6.1; NR2E3 ag-1: -17.6; Peg3 prom inh: 7.7; NR2E3 ag-2: -4.2; CaV13 FRET inh: -13.2; TRPM1 prom inh: -1.7; Shn3 inh set2: 5.7; KKLEB tox: -5.5

Results for COc1ccc(C2=NN(C(=O)CSc3nc4ccccc4s3)C(c3ccc(OC)cc3)C2)cc1 (stereo not drawn) ?
PDI turbidity: 1.7; CF NFkB inh: 3.9; Vif imaging: 1.5; HIF-2a block: 10.4; NR2E3 ag-1: -1.7; Peg3 prom inh: 9.6; NR2E3 ag-2: 2.1; CaV13 FRET inh: -2.7; TRPM1 prom inh: -6.4; Shn3 inh set2: -2.9; KKLEB tox: 5.8

Results for Cc1ccc(C(=O)c2ccccc2C(=O)O)c(O)c1 ?
PDI turbidity: 3.2; CF NFkB inh: 5.8; Vif imaging: 0.2; HIF-2a block: 13.9; NR2E3 ag-1: -18.9; Peg3 prom inh: 7.3; NR2E3 ag-2: 1.7; CaV13 FRET inh: -7.0; TRPM1 prom inh: -3.7; Shn3 inh set2: -27.3; KKLEB tox: 3.1

Results for Cc1cc(C)c(C#N)c(SCC(=O)OC2CCCCC2)n1 ?
PDI turbidity: 2.7; CF NFkB inh: -5.3; Vif imaging: -3.9; HIF-2a block: -0.1; NR2E3 ag-1: -16.5; Peg3 prom inh: -20.4; NR2E3 ag-2: 0.0; CaV13 FRET inh: -4.1; TRPM1 prom inh: -7.9; Shn3 inh set2: 4.3; KKLEB tox: 1.5

What do the screens show for `NC(=O)C1CCN(C(=O)c2ccc(NS(=O)(=O)c3ccc(F)c(F)c3)cc2)CC1`?
PDI turbidity: -9.5; CF NFkB inh: -29.9; Vif imaging: 0.7; HIF-2a block: 4.6; NR2E3 ag-1: 4.0; Peg3 prom inh: 4.6; NR2E3 ag-2: 6.1; CaV13 FRET inh: -6.4; TRPM1 prom inh: -5.2; Shn3 inh set2: -7.3; KKLEB tox: 12.9

Pulled one by one from above, two records:
Results for CCN(Cc1ccccc1)C(=O)CCc1nc(CN2CCN(C(=O)c3ccc([N+](=O)[O-])cc3)CC2)no1 ?
PDI turbidity: 1.3; CF NFkB inh: 6.8; Vif imaging: -3.7; HIF-2a block: 6.1; NR2E3 ag-1: -17.6; Peg3 prom inh: 7.7; NR2E3 ag-2: -4.2; CaV13 FRET inh: -13.2; TRPM1 prom inh: -1.7; Shn3 inh set2: 5.7; KKLEB tox: -5.5

How did O=C(NCc1ccc2c(c1)OCO2)c1ccc(COc2cccc(Cl)c2)o1 do in these assays?
PDI turbidity: -9.3; CF NFkB inh: 17.3; HIF-2a block: 13.6; NR2E3 ag-1: -14.0; Peg3 prom inh: -5.6; NR2E3 ag-2: -0.6; TRPM1 prom inh: 4.8; Shn3 inh set2: 1.5; KKLEB tox: -1.7

High-throughput results as filed in PubChem BioAssay.
